Salmonella PhoP GFP: Inhibition of PhoP regulon, Salmonella typhi GFP reporter cells, confirmation, 4 h (AID 1850); hit rate 0.33% among 310,000; inhibition, % at 50 µM, or IC50 in µM where a hit was titrated; Salmonella Typhi PhoP-promoter GFP reporter, fluorescence, 4 h; higher % means a stronger effect; in the data active means a potency from the dose series; inconclusive means inhibition mostly from about 25% at the one dose, without a potency; inactive means the rest, 99 in 100 with inhibition below about 19%;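 further: 0% = induced wells with vehicle and 100% = uninduced wells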
M. tuberculosis HTS: M. tuberculosis growth inhibition, HTS (AID 449762). hit rate 0.59% among 330,000. M. tuberculosis H37Rv growth inhibition, 7H9 media; higher % means a stronger effect. one-dose inhibition, % at 25 µM; IC50 in µM for titrated hits; in the data active means a potency from the dose series; inconclusive means inhibition above about 70% without an active follow-up result;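 further: bacterial growth assessed after seven days of incubation; strong numbers were not always called active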
tuberculosis growth: growth inhibition of non-replicating M. tuberculosis (AID 488890); Mycobacterium tuberculosis non-replicating, growth inhibition; higher % means a stronger effect; inhibition, % at 25 µM, or IC50 in µM where a hit was titrated; hit rate 0.39% among 320,000; in the data active means a potency from the dose series; inconclusive means inhibition mostly from about 82% at the one dose, without a potency; inactive means the rest, 99 in 100 with inhibition below about 76%;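 further: plate controls were DMSO cells for no effect and high antibiotic wells for full effect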
inhibitors of VEEV: inhibitors of VEEV TC-83 cytopathic effect, confirmation, Vero cells (AID 588727) | Vero cells, VEEV TC-83 cytopathic effect inhibition; higher % means a stronger effect | hit rate 0.13% among 350,000 | one-dose inhibition, % at 20 µM; IC50 in µM for titrated hits; in the data active means a potency from the dose series; inconclusive means inhibition mostly from about 14% at the one dose, without a potency; inactive means the rest, 99 in 100 with inhibition below about 12%; further: strong numbers were not always called active
influenza NS1A: H1N1 influenza NS1A inhibitors, functional cell based assay (AID 504329). inhibition, % at 12.5 µM; hits with a dose series show IC50 in µM. hit rate 0.3% among 340,000. NS1A functional cell-based assay, percent inhibition; higher % means a stronger effect; in the data active means a potency from the dose series; inconclusive means inhibition above about 27% without an active follow-up result; further: strong numbers were not always called active
inhibitors of VEEV 10K pilot screen: recorded beside inhibitors of VEEV, whose call it bears; inhibition, %; measured here: 10K pilot screen inhibition
* marks the source's active call; other numbers are inactive results; i = inactive; ? = inconclusive; . = no result given.

SMILES | Salmonella PhoP GFP | M. tuberculosis HTS | tuberculosis growth | inhibitors of VEEV | influenza NS1A | others
COc1ccc(NC(=O)CCOc2ccc(C)cc2)c(OC)c1 | 1% | 10% | 64% | 3.4% | -1%
Cc1cc(C)n2nc(C(=O)NCC(=O)Nc3ccc(F)c(F)c3)nc2n1 | 1% | -7% | -8% | 1.2% | -4%
CC(C)NS(=O)(=O)c1ccc(NC(=O)C(C)Oc2ccc(C(=O)c3ccccc3)cc2)cc1 (stereo unspecified) | -2% | -2% | 41% | 1.7% | -3%
COc1ccccc1C(c1nnnn1Cc1ccco1)N1CCN(c2cccc(C)c2C)CC1 (stereo unspecified) | -2% | 2% | 29% | 8.4% | -9%
COCCn1c(C)cc(C(=O)CSc2nc3ccccc3c(=O)[nH]2)c1C | -2% | -18% | 3% | 3.5% | 5%
COc1ccc(NC(=O)CSc2nnc(Cc3ccccc3)c(=O)n2N)cc1 | 6% | 12% | 17% | 2.0% | -2%
Cc1cc2nnc(SCC(=O)NCc3ccco3)n2c2ccccc12 | 0% | 5% | -7% | i | -7%
O=C(CNCc1cccs1)Nc1ccc(N2CCCCCC2)cc1 | 7% | ? | ? | 9.2% | 26%
CCC(=O)c1ccc(N2CCCC2)c(F)c1 | 8% | -7% | 27% | i | -2%
Cc1cccc(NC(=O)c2cc3n(n2)C(C(F)(F)F)CC(c2ccc4c(c2)OCO4)N3)c1 (stereo unspecified) | -13% | 1% | 29% | 6.2% | 0%
COc1ccccc1NS(=O)(=O)c1cccc(NC(=O)Cc2cccs2)c1 | 0% | 0% | 24% | i | 34% | inhibitors of VEEV 10K pilot screen=0.0
COc1ccc(CNC(=O)CSC(=S)N2CCCC2)cc1 | . | . | . | 1.7% | 6%
S=C(Nc1cc(Cl)cc(Cl)c1)NC1CCN(Cc2ccccc2)CC1 | 81µM* | ? | ? | 5.8% | -5%
COc1cccc(/C=N/NC(=O)C(=O)N2CCCC2)c1O | 10% | 1% | -1% | 2.4% | 18%
COCc1ccc(C(=O)N(C)CC2CCCN(CCc3ccc(Cl)cc3)C2)o1 (stereo unspecified) | -7% | -1% | 12% | 0.9% | -4%
CC1CN(C(=O)COC(=O)c2cccc(S(=O)(=O)N3CCc4ccccc43)c2)CC(C)O1 (stereo unspecified) | . | 4% | 19% | 8.3% | -1%
O=C(CSc1nnnn1-c1ccccc1)NC(=O)NCc1ccco1 | -1% | -6% | 54% | i | -3%
CC(C)C(NS(=O)(=O)c1ccccc1)C(=O)N1CCCC1 (stereo unspecified) | -1% | -4% | -9% | 0.6% | 0%
CCCCNC(=O)N(O)C1N(/N=C/c2ccccc2F)C(=S)SC1(C)C (stereo unspecified) | -7% | 2% | -4% | 0.9% | 2%
COc1cc(OC)cc(-c2c(-c3ccc(F)cc3)c3cc(-c4ccc5c(c4)OCCO5)ccc3n2C)c1 | . | -2% | -7% | 2.2% | -5%

Nothing new here: entries from further up.
SMILES | Salmonella PhoP GFP | M. tuberculosis HTS | tuberculosis growth | inhibitors of VEEV | influenza NS1A | others
CC(C)NS(=O)(=O)c1ccc(NC(=O)C(C)Oc2ccc(C(=O)c3ccccc3)cc2)cc1 (stereo unspecified) | -2% | -2% | 41% | 1.7% | -3%
COc1ccccc1C(c1nnnn1Cc1ccco1)N1CCN(c2cccc(C)c2C)CC1 (stereo unspecified) | -2% | 2% | 29% | 8.4% | -9%
COCCn1c(C)cc(C(=O)CSc2nc3ccccc3c(=O)[nH]2)c1C | -2% | -18% | 3% | 3.5% | 5%
COc1ccc(NC(=O)CSc2nnc(Cc3ccccc3)c(=O)n2N)cc1 | 6% | 12% | 17% | 2.0% | -2%
Cc1cc2nnc(SCC(=O)NCc3ccco3)n2c2ccccc12 | 0% | 5% | -7% | i | -7%
O=C(CNCc1cccs1)Nc1ccc(N2CCCCCC2)cc1 | 7% | ? | ? | 9.2% | 26%
CCC(=O)c1ccc(N2CCCC2)c(F)c1 | 8% | -7% | 27% | i | -2%
Cc1cccc(NC(=O)c2cc3n(n2)C(C(F)(F)F)CC(c2ccc4c(c2)OCO4)N3)c1 (stereo unspecified) | -13% | 1% | 29% | 6.2% | 0%
COc1ccccc1NS(=O)(=O)c1cccc(NC(=O)Cc2cccs2)c1 | 0% | 0% | 24% | i | 34% | inhibitors of VEEV 10K pilot screen=0.0
COc1ccc(CNC(=O)CSC(=S)N2CCCC2)cc1 | . | . | . | 1.7% | 6%
S=C(Nc1cc(Cl)cc(Cl)c1)NC1CCN(Cc2ccccc2)CC1 | 81µM* | ? | ? | 5.8% | -5%
COc1cccc(/C=N/NC(=O)C(=O)N2CCCC2)c1O | 10% | 1% | -1% | 2.4% | 18%
COCc1ccc(C(=O)N(C)CC2CCCN(CCc3ccc(Cl)cc3)C2)o1 (stereo unspecified) | -7% | -1% | 12% | 0.9% | -4%
CC1CN(C(=O)COC(=O)c2cccc(S(=O)(=O)N3CCc4ccccc43)c2)CC(C)O1 (stereo unspecified) | . | 4% | 19% | 8.3% | -1%
O=C(CSc1nnnn1-c1ccccc1)NC(=O)NCc1ccco1 | -1% | -6% | 54% | i | -3%

Remaining list, next part.
SMILES | Salmonella PhoP GFP | M. tuberculosis HTS | tuberculosis growth | inhibitors of VEEV | influenza NS1A | others
CC(=O)N1N=C(c2ccccc2)CC1c1ccccc1 (stereo unspecified) | -4% | 5% | 16% | 4.4% | -5%
CSC1=NCCN1C(=O)c1c(F)cccc1F | 9% | -6% | 2% | 0.4% | -5%
COc1ccc(OC)c(C(=O)NC(CC(N)=O)c2ccc(NCC3CC3)c([N+](=O)[O-])c2)c1 (stereo unspecified) | -4% | 9% | 8% | i | 5%
COc1cc2cc(C(c3nnnn3C3CCCC3)N3CCCCCC3)c(=O)[nH]c2cc1OC (stereo unspecified) | -8% | 19% | 19% | 1.4% | 5%
Cc1cc(NS(=O)(=O)c2ccc(NC(=O)c3cccc(OC(F)F)c3)cc2)nc(C)n1 | -8% | 14% | 11% | 2.0% | .
O=C(Cc1ccccc1F)NC1CCCc2ccccc21 (stereo unspecified) | -2% | 0% | -9% | i | 8%
Cc1ccc2c(c1)C1CN(C)CCC1N2C(=O)c1ccccc1NS(=O)(=O)c1cccc(C(F)(F)F)c1 (stereo unspecified) | 6% | 1% | 30% | 0.5% | 0%
CN(CC(=O)Oc1ccc(-c2nnco2)cc1)S(=O)(=O)c1ccc(F)cc1 | 5% | -2% | 6% | 1.2% | -3%
COc1ccc(C(C)=O)cc1CN1C(=O)NC(c2ccccc2)(c2ccccc2)C1=O | 5% | -4% | 7% | i | 4%
Cc1nc2sc(C(N)=O)c(N)c2c(C)c1CC(=O)c1ccccc1 | 6% | 2% | -5% | 7.2% | -6%
Cc1ccc(Nc2nnc(-c3ccc(N4CCOCC4)c([N+](=O)[O-])c3)c3ccccc23)cc1 | 0% | 10% | 42% | 9.2% | -5%
O=C(COc1ccc(-c2nnco2)cc1)Nc1cc([N+](=O)[O-])ccc1F | . | 4% | 18% | 3.9% | 9%
CCCOP(=O)(c1ccc(N(C)C)cc1)C(O)c1ccncc1 (stereo unspecified) | -18% | 4% | 2% | 0.5% | -4%
CC1=C(C(=O)OCC2CCCO2)C(c2ccc(C)cc2)C2=C(CC(C)(C)CC2=O)N1 (stereo unspecified) | 3% | 4% | 15% | i | 5%
COCc1nnc(NC(=O)c2cccc(NC(=O)C(C)C)c2)s1 | 11% | -4% | -15% | 0.7% | -4%
CCOc1cc(-c2c(C#N)c(=O)[nH]c3c2c(C)nn3-c2ccc(F)cc2)ccc1O | 1% | 1.2µM* | 56% | 1.4% | 2%
O=C(CN1C(=O)NC2(CCCc3ccccc32)C1=O)NC1CCCCC1 (stereo unspecified) | 5% | -7% | -1% | 5.9% | -2%
CCCCOC(=O)Nc1ccc2c(C)cc(=O)oc2c1 | 2% | -12% | 56% | 5.4% | 2%
Cc1cccc(C)c1NC(=O)CSc1nnc(-c2ccco2)c(-c2ccco2)n1 | -3% | 1% | 61% | 6.2% | 17%
Cc1onc(-c2c(Cl)cccc2Cl)c1C(=O)NCc1ccccn1 | 6% | 1% | 0% | i | 0%
O=C1CC(NNC(=O)c2ccccc2)C(=O)N1 (stereo unspecified) | 9% | -6% | -9% | 0.1% | -2%
O=C(Nc1cc(S(=O)(=O)N2CCOCC2)ccc1N1CCCC1)c1cccnc1Cl | 2% | 5% | -8% | 0.9% | 17%
Cc1cc(N2C(=O)C(O)=C(C(=O)c3cc4ccccc4o3)C2c2cccs2)no1 (stereo unspecified) | 0% | -1% | ? | 0.1% | 3%
CCOC(=O)C1(CC2CCCCO2)CCN(Cc2cn[nH]c2-c2cccc(F)c2)CC1 (stereo unspecified) | -4% | -7% | 5% | i | 16%
C=CCNc1nc(C(=O)OCC(=O)c2cccc(Br)c2)cs1 | . | 4% | i | 1.7% | 0%
Cc1nn(Cc2ccccc2)c2sc(C(=O)NCc3cccnc3)cc12 | -2% | ? | 50% | 5.0% | 6%
CN(C)CCN1C(=O)c2oc3ccc(F)cc3c(=O)c2C1c1ccncc1 (stereo unspecified) | 8% | -17% | -11% | 0.5% | 2% | inhibitors of VEEV 10K pilot screen=1.6
CC(C)c1ccc(NC(=S)NCc2ccc3c(c2)OCO3)cc1 | 6% | 5% | ? | i | 7%
Cc1cccc(OCC(=O)NCC(=O)N/N=C/c2c(C)[nH]c3ccccc23)c1 | -5% | 5% | 5% | 4.2% | -3%
CC(C)(C)c1nnc(NC(=O)CN2C(=O)C3C4C=CC(C4)C3C2=O)s1 (stereo unspecified) | -1% | -4% | -12% | 1.1% | 1%

At a glance, 2 of the compounds above:
SMILES | Salmonella PhoP GFP | M. tuberculosis HTS | tuberculosis growth | inhibitors of VEEV | influenza NS1A | others
O=C1CC(NNC(=O)c2ccccc2)C(=O)N1 (stereo unspecified) | 9% | -6% | -9% | 0.1% | -2%
O=C(Nc1cc(S(=O)(=O)N2CCOCC2)ccc1N1CCCC1)c1cccnc1Cl | 2% | 5% | -8% | 0.9% | 17%

New compounds follow
SMILES | Salmonella PhoP GFP | M. tuberculosis HTS | tuberculosis growth | inhibitors of VEEV | influenza NS1A | others
CSCc1nnc2n1-c1ccc(Cl)cc1C(c1ccccc1)=NC2 | 1% | -9% | -14% | 1.4% | 29%
COc1ccccc1NC(=O)Cc1c(F)cccc1Cl | -3% | -1% | 6% | 0.2% | -17%
COc1ccc(C(CNC(=O)c2cccc(S(=O)(=O)N3CCCc4ccccc43)c2)N(C)C)cc1 (stereo unspecified) | . | . | . | i | 14%
Cc1cc2c(cc1S(=O)(=O)N1CCN(c3cccc(C)c3C)CC1)OCC(=O)N2 | 7% | -4% | 10% | 0.2% | 1% | inhibitors of VEEV 10K pilot screen=0.5
CCC(=O)Nc1nnc(CSCc2ccccc2)s1 | 2% | -2% | 25% | 0.9% | -3%
COc1ccc(-n2c(C)cc(C(=O)CSc3ccc(NC(C)=O)cc3)c2C)cc1 | -5% | -2% | 17% | 6.8% | 5%
O=C1/C(=C\c2ccsc2)NC(=S)N1c1ccccc1 | -5% | -2% | 26% | 1.0% | -9%
CS(=O)(=O)N(Cc1ccccc1)c1ccc(C(=O)NCc2cccnc2)cc1 | 0% | 3% | -1% | 0.9% | -5%
O=C1CC(C(=O)Nc2ccccc2)C2(CCCCC2)O1 (stereo unspecified) | 2% | -1% | -3% | 1.1% | -3%
COc1ccc(OC)c(C(=O)COC(=O)c2[nH]c(C)c(C(C)=O)c2C)c1 | . | . | . | 9.0% | -9%
COc1ccc(-c2noc(N3CCCC(C(=O)Nc4cc(F)ccc4F)C3)n2)cc1 (stereo unspecified) | -3% | -6% | -1% | 0.7% | -7%
COc1ccc(S(=O)(=O)NCCCCCC(=O)NCCCN2CCOCC2)cc1 | -9% | 3% | -4% | 0.4% | 6%
CCCCNS(=O)(=O)c1ccc2c(c1)oc(=O)n2CC(=O)OCC | 7% | -5% | . | 0.9% | 5%
COC(=O)C(Cc1ccc(O)cc1)NC(=O)C1CCN(S(=O)(=O)c2ccc(C)cc2)CC1 (stereo unspecified) | 8% | -6% | 8% | i | 13%
